# High-throughput results deposited in PubChem BioAssay by National Center for Advancing Translational Sciences (NCATS).
# Tau FP inhib = blocks human tau fibril formation measured by polarization. actives 0.39% (n = 280,000). Potency, µM (titrated, usually from 57.7 µM), for the others: at the highest dose activity, negative = inhibition, actives largely listed as inhibitors. K18 P301L tau heparin fibrillization, Alexa594 FP, 6 h. P10636; further: on the % scale 0 is the no-effect control and ±100 the full control effect; nearly all actives have a fitted effect of over 55% in size
# Target sequence (P10636 561-689 P618L limits assumed): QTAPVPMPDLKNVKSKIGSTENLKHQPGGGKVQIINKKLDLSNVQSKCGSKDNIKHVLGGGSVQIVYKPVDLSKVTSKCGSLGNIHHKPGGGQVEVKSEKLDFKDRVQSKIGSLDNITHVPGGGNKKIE
#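 Heparin (20 uM) drove fibril formation of recombinant tau K18 P301L, 15 uM unlabeled with 0.24 uM Alexa 594 label, for 6 hr at 37 C in 100 mM sodium acetate pH 7. Fluorescence polarization (555/632 nm) read 1 hr after 30 uM ThT.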
# HTT aggregate = reduces HttQ103-GFP aggregates in PC12 cells; AID 1688; actives 1.1% (n = 220,000); PC12 HttQ103-GFP aggregates, Acumen cytometry, 40 h; Potency, µM (series often up to 46.1 µM), without a hit: at the top dose activity change, negative = inhibition, most hits filed as inhibitors; further: on the % scale 0 is the no-effect control and ±100 the full control effect; nearly all actives have a fitted effect of over 60% in size
#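 Aggregate formation scored by laser-scanning cytometer (488 excitation, 500–530 emission) in lysed PC12 cells expressing Q103-GFP after 100 nM tebufenozide induction; library tested in dose series, with ATPLite reagent added in the multiplex.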
# ALDH1A1 inh = ALDH1A1 (human) enzyme inhibition | P00352 | Purified ALDH1A1, NADH fluorescence, propionaldehyde substrate | Potency, µM (doses to about 75.3 µM), for the others: at the highest dose activity, negative = inhibition, most hits filed as inhibitors | actives 7.3% (n = 220,000) | AID 1030; active means well fitted inhibition curve with a large enough effect, not every such curve was filed as active; inconclusive means small, poorly fitted or top-dose-only effect, or another doubt; inactive means no such curve, though single readings can be large or run the other way;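 further: plate controls were no enzyme wells and a reference inhibitor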
# Target sequence (P00352 whole entry, looked up): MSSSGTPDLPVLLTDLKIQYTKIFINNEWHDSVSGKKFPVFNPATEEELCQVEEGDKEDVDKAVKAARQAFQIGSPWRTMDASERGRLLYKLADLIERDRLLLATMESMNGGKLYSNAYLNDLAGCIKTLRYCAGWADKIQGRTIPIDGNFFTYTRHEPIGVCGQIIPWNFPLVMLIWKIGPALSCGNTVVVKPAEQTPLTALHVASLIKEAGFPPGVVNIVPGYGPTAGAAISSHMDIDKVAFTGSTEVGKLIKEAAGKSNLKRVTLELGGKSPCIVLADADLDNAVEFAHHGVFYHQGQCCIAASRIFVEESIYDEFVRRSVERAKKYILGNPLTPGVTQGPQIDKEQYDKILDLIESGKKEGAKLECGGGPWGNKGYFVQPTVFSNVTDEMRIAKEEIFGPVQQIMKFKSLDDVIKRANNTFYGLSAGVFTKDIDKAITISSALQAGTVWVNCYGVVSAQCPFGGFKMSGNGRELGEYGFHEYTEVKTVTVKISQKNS
# SMN2 splice enh = enhancers of SMN2 splice variant expression. HEK293 SMN2-luciferase splicing reporter, luminescence, 30-36 h. Potency, µM (series often up to 46.1 µM), inactives show top-dose activity change, positive = activation, hits mostly activators. actives 2.8% (n = 210,000); further: % of control where 0% means no effect; nearly all actives have a fitted effect of over 55% in size
#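 qHTS luciferase splicing reporter: luminescence rises when SMN2 exon 7 is included in transfected HEK293 cells. Compound exposure lasted 30-36 h at 37C, with 4.5 mM final sodium butyrate as control, followed by a ONE-Glo read.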
# HTT cytoprotect = Huntington cell model cytoprotection by ATP luminescence; actives 0.14% (n = 230,000); Potency, µM (highest dose often 56.4 µM), inactives show cytoprotection (ATP increase), usual class: activators; AID 1471; PC12 HTT-Q103 induced, cytoprotection, ATP luminescence, 40 h;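 further: % of control where 0% means no effect; nearly all actives have a fitted effect of over 45% in size; toxic huntingtin expression switched on by the ecdysone agonist tebufenozide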
#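 PC12 cells with ecdysone-inducible HTT exon 1 Q103-GFP, induced with 100 nM tebufenozide and co-treated with library compounds in a dose series (1536-well, 1500 cells/well). Cytoprotection read as ATP content by ATPlite luminescence.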
# Tau fluor cs = counter-screen for tau fibril formation inhibitors | tau K18 P301L Alexa594 fluorescence, heparin fibrillization | AID 1463 | actives 0.93% (n = 280,000) | Potency, µM (top dose mostly 57.7 µM), for the others: at the top dose activity change, negative = decrease; further: on the % scale 0 is the no-effect control and ±100 the full control effect; nearly all actives have a fitted effect of over 55% in size
#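 Human tau K18 P301L (15 uM unlabeled, 0.24 uM Alexa 594-labeled) in 100 mM sodium acetate pH 7 with 20 uM heparin, 6 hr at 37 C. ThT 30 uM added, 1 hr ambient; Alexa 594 FP and total fluorescence read at 555/632 nm.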
# Tau fibril ThT = blocks human tau fibril formation measured by thioflavin T. recombinant tau K18 P301L (four-repeat tau fragment), heparin-induced fibrillization, ThT fluorescence. actives 2.1% (n = 270,000). P10636. AID 1460. Potency, µM (doses to about 57.4 µM), for inactives: at the top dose activity, negative = inhibition, usual class: inhibitors; further: on the % scale 0 is the no-effect control and ±100 the full control effect; nearly all actives have a fitted effect of over 55% in size
#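 Heparin-induced fibrillization of the P301L-mutant K18 repeat-domain fragment of human tau was followed by ThT binding in quantitative high-throughput format.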
# JMJD2E inh = inhibitors of human JMJD2E histone demethylase. Potency, µM (doses to about 57.1 µM), without a hit: at the highest dose activity change, negative = inhibition, most hits filed as inhibitors. actives 1.6% (n = 230,000). JMJD2E catalytic domain, FDH-coupled NADH fluorescence (FDH is formaldehyde dehydrogenase). B2RXH2. AID 2147; active means well fitted inhibition curve with a large enough effect, not every such curve was filed as active; inconclusive means small, poorly fitted or top-dose-only effect, or another doubt; inactive means no such curve, though single readings can be large or run the other way;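 further: 0% = wells with enzyme and -100% = buffer wells without enzyme; nearly all actives have a fitted effect of over 50% in size; many of its hits are not listed in these tables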
# Target sequence (B2RXH2 1-337 limits assumed): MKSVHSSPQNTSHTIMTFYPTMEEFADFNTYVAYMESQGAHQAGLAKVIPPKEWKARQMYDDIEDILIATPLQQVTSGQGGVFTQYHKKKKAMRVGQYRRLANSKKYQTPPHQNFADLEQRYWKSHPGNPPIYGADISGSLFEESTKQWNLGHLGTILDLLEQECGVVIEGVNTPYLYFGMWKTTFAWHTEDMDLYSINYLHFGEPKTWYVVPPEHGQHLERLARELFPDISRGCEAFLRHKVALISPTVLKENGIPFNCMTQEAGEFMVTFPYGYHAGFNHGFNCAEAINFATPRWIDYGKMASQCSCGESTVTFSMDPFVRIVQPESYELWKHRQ
# Numbers without * were called inactive; ? = inconclusive; · = not tested or not shown; & = joins results of further samples; [ ] = remark or other dose. Unless noted, the call rests on the fitted dose curve; in most records, active means well fitted curve in the direction sought with a large enough effect; inconclusive means small, poorly fitted or top-dose-only effect, or another doubt; inactive means no such curve, though single readings can be large; an effect the other way counts as inactive or inconclusive. Potency means the concentration at half of the fitted maximal effect.
SMILES,Tau FP inhib,HTT aggregate,ALDH1A1 inh,SMN2 splice enh,HTT cytoprotect,Tau fluor cs,Tau fibril ThT,JMJD2E inh
O=C(CC1Oc2ccccc2NC1=O)NCCCN1CCN(Cc2ccccc2)CC1 (stereo not given),3%,13%,1%,-12%,-5%,-2%,-9%,-3%
Cc1cccc(-c2nc3sc(C)cc3c(=O)o2)c1,-16%,-6%[9.22 µM],-14%,·,-6%[10 µM],-14%,-20%,?
COc1ccc(/C=C/c2cc(OC)cc(=O)o2)cc1,-1%,·,?,?,-318%&-127%[inhibitor],-13%,?,·
COC(=O)C(NC(=O)c1ccccc1Cl)(Nc1ncc(S(=O)(=O)c2ccc([N+](=O)[O-])cc2)s1)C(F)(F)F (stereo not given),11%,?,10%,-19%,2%,?,-18%,1%
CCN(CC)C(=O)C1=C(C)NC(=O)NC1c1ccccc1F (stereo not given),-2%,-3%,11%,1%,-10%,4%,2%,14%
O=C(NCCc1ccccc1)Nc1cccc(Cl)c1,?,-18%,3%,21%,30%[10 µM],?,-3%,-2%
COc1ccc(CC(=O)Nc2ccc3c(c2)OCO3)cc1S(=O)(=O)N1CCOCC1,-7%,3%,-6%,-8%,-17%,-8%,-4%,8%
Cc1cccc(NC(=O)Cn2c(=O)n(CCCCCC(=O)NCc3ccccc3)c(=O)c3sccc32)c1,-9%,·,·,-22%,·,-28%,?,·
NS(=O)(=O)c1ccc(NC(=O)CSc2nc3ccccc3[nH]2)cc1,11%,8%,?,19%,·,11%,9%,10%
Cc1ccc2nc(NS(C)(=O)=O)sc2c1,6%,-2%,-2%,21%,-29%,3%,-3%,4%
CCOc1ccc(S(=O)(=O)NCCCN2CCOCC2)cc1,-1%,-14%,2%,4%,-5%,1%,1%,3%
Cc1ccccc1Nc1nc(N)nc(COC(=O)c2ccc(S(=O)(=O)N(C)C)cc2)n1,-6%,16%,1%,-8%[1.84 µM],13%[10 µM],-21%,-12%,4%
O=c1c(C/C=C/c2ccccc2)c(O)ccn1Cc1ccc(Cl)cc1Cl,-3%,?,13%,3%,-24%[10 µM],-14%,1%,10%
COc1cccc(-c2nc(-c3ccc4c(c3)-c3ccccc3S4(=O)=O)c(-c3ccccc3)[nH]2)c1OC,-2%,-8%,?,3%,22%[10 µM],-17%,-12%,?
COc1cc(/C=C(/C(=O)c2cccs2)c2nc3ccccc3[nH]2)ccc1O,2%,?,?,-27%,-2%,?,?,?
Cc1ccc(C(=O)C2=C(O)C(=O)N(CCN3CCOCC3)C2c2ccccn2)o1 (stereo not given),6%,10%,-11%,3%,6%,-13%,-17%,-9%
CCOC(=O)C(C)Sc1nc2c(c(=O)[nH]c(=O)n2C)n1Cc1ccc(Cl)cc1 (stereo not given),0%,11%,18µM*,0%,-10%,-3%,-14%,-3%
CC(=O)Nc1ccc(S(=O)(=O)N(CCCN2CCOCC2)Cc2cccs2)cc1,0%,1%,?,-1%,?,-12%,-11%,?
O=C1c2ccsc2SCCN1Cc1cccc(Cl)c1,6%,0%,?,-12%,12%,-15%,-11%,2%
CCOC(=O)Cn1c(=NC(=O)c2ccc([N+](=O)[O-])s2)sc2ccccc21,4%,0%,7%,-41%[inhibitor],17%[10 µM],-25%,?,-1%
[O-][n+]1onc2c1CCc1nnc(-c3ccccc3)cc1-2,5%,-4%,?,1%,33%[10 µM],1%,-7%,-5%
CC1CCc2c(sc(NC(=O)CSc3nc4c(c(C(F)(F)F)n3)CCc3ccccc3-4)c2C(N)=O)C1 (stereo not given),2%,3%,17%,-7%,-4%[10 µM],2%,-3%,11%
O=C(CCN1C(=O)/C(=C/c2cccs2)SC1=S)Nc1ccccn1,0%,-5%,2%,-3%,-5%,?,?,3%
COc1cc2c(cc1/C=C1/NC(=O)N(c3ccccc3)C1=O)OCO2,5%,12%,4µM*,26%,2%[0.074 µM],-6%,1%,-12%
CC1(C)CC(=O)C(C2C3=C(CC(C)(C)CC3=O)Oc3ccc4ccccc4c32)C(=O)C1 (stereo not given),-14%,·,-3%,8%,·,-13%,?,-1%
Nc1c(Cl)ncnc1N/N=C/c1ccc2ccccc2n1,10%,?,-16%,-41%[inhibitor],20%[0.074 µM],-30%,4µM*,?
N#CC1=C(Nc2ccccc2)SC=C(c2ccc(Br)cc2)N=C1N1CCOCC1,3%,0%,?,?,10%,8%,3%,15%
O=C(Nn1c(-c2ccc(Br)cc2)nc2ccccc2c1=O)c1ccc([N+](=O)[O-])cc1,6%,-5%,-16%,-78%[inhibitor][1.84 µM],24%[10 µM],-30%,-12%,4%
CCOC(=O)c1c(NC(=O)CN2CCOCC2)sc2c1CCCC2,3%,2%,?,-4%,-30%,3%,-12%,-26%
Cc1ccc(Cn2c(SCC(=O)N3CC(=O)Nc4ccccc43)nc3ccccc3c2=O)cc1,2%,10%,?,·,20%[10 µM],-2%,4%,0%
COc1ccc(/C=C2\Sc3ccc(C(=O)NCc4cccnc4)cc3N(C)C2=O)cc1OC,-3%,-10%,?,-20%,-15%,?,?,-9%
COc1ccc(CCN(Cc2cc3ccc(C)cc3[nH]c2=O)C(C)=O)cc1OC,5%,6%[9.22 µM],·,·,16%[10 µM],-2%,·,-2%
O=c1c2c3nc4ccccc4nc3n(-c3ccc4c(c3)OCCO4)c2ncn1C1CCCC1,-6%,9%,7%,-28%,-18%,-13%,-18%,?
Cc1ccc(S(=O)(=O)N2CCOCC2)cc1N/N=C(\C#N)c1nc2ccccc2[nH]1,-6%,-25%,1%,·,-26%[10 µM],?,?,-1%
C=CCOc1cccc(C(=O)N2CCCC(CNS(=O)(=O)c3cccs3)C2)c1 (stereo not given),-3%,14%[9.22 µM],-13%,·,19%[10 µM],-12%,-8%,-12%
O=C1CCN(Cc2ccccc2)CCN1CCO,0%,-5%[9.22 µM],·,·,13%[10 µM],1%,0%,-8%
O=C(Cn1cnc2ccccc21)Nc1ccc(SC(F)F)cc1,-7%,?,9%,-69%[inhibitor],5%[10 µM],-13%,6%,1%
COc1ccc(CCNC(=O)C2=C(C)C(=O)OC23CCCCC3)c(OC)c1OC,6%,·,·,-3%,·,-1%,0%,·
CCc1ccc(-n2nc(CO)c(C(=O)NCc3ccccc3Cl)n2)cc1,-6%,·,·,1%,·,-8%,-15%,·
CCNC(=S)NNC(=O)Cn1nc(C)cc1C,0%,2%,5%,18%,-10%,-2%,-8%,6%

# The list goes on, starting with the last three of the part before.
SMILES,Tau FP inhib,HTT aggregate,ALDH1A1 inh,SMN2 splice enh,HTT cytoprotect,Tau fluor cs,Tau fibril ThT,JMJD2E inh
COc1ccc(CCNC(=O)C2=C(C)C(=O)OC23CCCCC3)c(OC)c1OC,6%,·,·,-3%,·,-1%,0%,·
CCc1ccc(-n2nc(CO)c(C(=O)NCc3ccccc3Cl)n2)cc1,-6%,·,·,1%,·,-8%,-15%,·
CCNC(=S)NNC(=O)Cn1nc(C)cc1C,0%,2%,5%,18%,-10%,-2%,-8%,6%
CCN(CC)c1ccc(C(=O)c2ccccc2C(=O)O)c(O)c1,-10%,-11%,-5%,?,-14%[10 µM],-1%,-18%,-10%
CCN(CC)C(=O)COc1ccc(Br)cc1Cl,2%,-28%,7%,-16%,-5%[0.074 µM],10%,9%,13%
CCS(=O)(=O)c1ccc(O)c(NC(=O)CC2(CC(=O)O)CCCC2)c1,5%,-7%[9.22 µM],·,·,-3%[10 µM],-11%,·,8%
CC(C)CC(=O)NC(NC(=S)Nc1sc2c(c1C#N)CCCC2)C(Cl)(Cl)Cl (stereo not given),4%,?,3.5µM*,-29%,-70%[inhibitor],?,?,6%
CCn1c(=N)n(CCO)c2ccccc21,0%,18%,4%,7%,-17%[10 µM],-2%,-10%,-3%
Cc1cc(Cl)ccc1OCCCC(=O)OCC(=O)c1c(N)n(C)c(=O)n(C)c1=O,?,21%[9.22 µM],·,·,?,?,-2%,0%
CCOC(=O)C(NC(=O)NCc1ccccc1OC)(OCC)C(F)(F)F (stereo not given),8%,-9%,10%,-4%,?,0%,-2%,-2%
COC(=O)c1cn(CC(=O)NCc2cccs2)c2ccccc12,-8%,2%,10%,22µM*,13%,-3%,-2%,1%
O=C(Cn1ccc(C(F)(F)F)n1)Nc1cccc(S(=O)(=O)N2CCCCC2)c1,-2%,-8%[9.22 µM],-1%,-8%,5%[10 µM],-20%,9%,6%
CCOC(=O)c1nc(Nc2ccccc2OC)c2ccccc2n1,-10%,·,·,-21%,·,-17%,-10%,·
CC(=O)Nc1ccc(C(=O)OCC(=O)Nc2ccccc2F)cc1,2%,18%,6%,6%,-2%,2%,-6%,2%
COc1cc2[nH]c(=O)n(Cc3ccc(C(=O)N4CCN(c5cccc(C)c5C)CC4)cc3)c(=O)c2cc1OC,?,·,·,2%,·,?,?,·
CCOC(=O)c1c(C)[nH]c(C2=NNC(=Nc3ccccc3OC)SC2)c1C,-9%,?,2%,11µM*,-1%[10 µM],?,7.9µM*,-6%
CCOC(=O)C1CCN(CC(O)COc2ccc(C(C)=O)cc2)CC1 (stereo not given),-3%,30%,1%,-10%,-10%,-3%,-12%,7%
CCCCOC(=O)/C=C/c1c(C)[nH]c(=O)[nH]c1=O,-4%,13%,-3%,-3%,22%[10 µM],-2%,-3%,5%
CCOc1ccc(-n2cc(C(=O)NCc3ccco3)c3cc(OC)c(OC)cc3c2=O)cc1,-1%,24%,7%,0%,-22%,-5%,-2%,-12%
CCOC(=O)c1c2ccc(OCC(=O)N/N=C/c3ccc(Cl)cc3)cc2n2ccccc12,-2%,8%,11%,?,-15%,?,-18%,-2%
O=C(O)c1cccc(N2C(=O)C3CC=CCC3C2=O)c1 (stereo not given),10%,20%,-1%,-1%,2%[10 µM],-2%,-4%,4%
Cc1cc2ncn(/N=C/c3ccc([N+](=O)[O-])o3)c2cc1C,0%,?,10%,-57%[inhibitor],34%,-20%,?,0%

# An excerpt; rates above refer to the full screens.
